esBAF inh: blocks esBAF chromatin remodeling in mouse ES cells. AID 602393. 350,000 compounds, 2% hits. Bmi1-luciferase knock-in reporter, 24 h; 100% = twice the neutral-well signal. reporter increase, % at 12.5 µM; in the data active = activation above about 40%; inconclusive = no clear call, values can overlap the other calls;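 also: 0% = median of the plate's neutral control wells and 100% = double that signal; a rise in the Bmi1 reporter signal indicates esBAF inhibition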
S100A4 inh HTS: inhibitors of human S100A4 binding to myosin IIA peptide; S100A4/TAMRA-MyoIIA peptide fluorescence polarization; AID 652163; P26447; 360,000 compounds, 0.14% hits; inhibition, % at 10.7 µM;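 active = mean inhibition of at least 70% across replicates, with every replicate also reaching that level; inconclusive = mean inhibition reaches 70% but some replicates fall short; inactive = mean inhibition below 70%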
Target sequence (P26447 whole entry, looked up): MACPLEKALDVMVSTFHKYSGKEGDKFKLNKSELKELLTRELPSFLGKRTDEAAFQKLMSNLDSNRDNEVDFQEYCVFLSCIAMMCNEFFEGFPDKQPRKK
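Material: S100A4 monomer protein | Medium: HEPES pH 7.2 with CaCl2, KCl, NaCl, DTT, Triton | Reagent: Labelled myosin peptide probe, 5 nM | Doses: One dose per compound | Times: 5 min incubation before reading | Benchmarks: Neutral control DMSO, positive control TFP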
RAD54 inh: blocks human RAD54 Holliday junction branch migration | 360,000 compounds, 0.14% hits | FAM/BHQ fluorescence | Q92698 | inhibition, % at 10.4 µM;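 active = mean normalized replicate activity at least 40 and at least half of replicates scoring 40 or more; inconclusive = only one of the two criteria met; inactive = mean below 40 and under half of replicates reaching 40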;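 also: 0% = median of neutral control wells and 100% = median of positive control wells; inhibitors cause a drop in the FAM fluorescence signal; in these data hits start at about 50%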
RAD52 anneal inh: inhibitors of human RAD52 DNA annealing | P43351 | recombinant RAD52 DNA annealing, FRET fluorescence | inhibition, % at 18.7 µM | 360,000 compounds, 0.46% hits;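 active = every replicate showing at least 50% inhibition; inconclusive = mean inhibition at least 50% but not in every replicate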
E-sel inducer: induces E-selectin expression in human endothelial cells; P16581; HUVEC E-selectin immunofluorescence imaging; normalized: neutral wells 0, TNF-alpha wells 100; activation, % at 7.58 µM; 260,000 compounds, 0.37% hits; AID 686992;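 active = mean E-selectin-positive cell signal at least 10% of the positive control, reached in at least 60% of replicates, without over 20% cell loss; inconclusive = no rule given, readout overlaps actives, possibly toxicity-flagged; inactive = the rest, including those meeting only one limit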;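 also: in these data hits start at about 27%; measured in HUVEC primary endothelial cells; signal is the percent of cells scored E-selectin positive by PE staining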
Target sequence (P16581 whole entry, looked up): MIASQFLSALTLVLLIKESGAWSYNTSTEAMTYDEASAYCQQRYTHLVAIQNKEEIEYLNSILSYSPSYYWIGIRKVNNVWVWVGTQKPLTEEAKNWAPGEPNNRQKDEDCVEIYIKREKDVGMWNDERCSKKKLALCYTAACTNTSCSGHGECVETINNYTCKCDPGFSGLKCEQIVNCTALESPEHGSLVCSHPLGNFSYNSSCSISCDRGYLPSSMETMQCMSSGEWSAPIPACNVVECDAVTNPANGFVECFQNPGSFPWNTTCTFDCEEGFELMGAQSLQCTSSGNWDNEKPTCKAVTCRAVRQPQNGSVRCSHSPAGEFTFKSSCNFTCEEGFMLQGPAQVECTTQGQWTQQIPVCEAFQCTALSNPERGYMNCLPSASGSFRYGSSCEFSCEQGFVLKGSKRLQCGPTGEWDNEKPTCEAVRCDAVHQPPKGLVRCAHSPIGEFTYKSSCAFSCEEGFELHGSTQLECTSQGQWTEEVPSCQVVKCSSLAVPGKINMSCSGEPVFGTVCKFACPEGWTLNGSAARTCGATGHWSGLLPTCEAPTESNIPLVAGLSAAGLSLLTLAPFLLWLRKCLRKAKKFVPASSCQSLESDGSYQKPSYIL
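Test system: HUVEC; input: 3,000 HUVEC/well; measured by: immunofluorescence imaging; read-out: % PE-positive cells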
XiGFP reactiv: activators of X-chromosome reactivation in mouse fibroblasts | XiGFP mouse fibroblasts, % GFP-positive cells imaging, 3 d; cells co-treated with 5-aza-dC sensitizer; scaled so ellipticine positive control = 100% | 360,000 compounds, 0.055% hits | AID 743238 | activation, % at 7.58 µM;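 active = mean normalized replicate activation at least 10% and every replicate at or above 10%; inconclusive = only one of the two criteria met; inactive = mean below 10% and not all replicates reach 10%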;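 also: 0% = median of on-plate neutral control wells and 100% = ellipticine 6 µM median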
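Material: SV40-immortalized XiGFP fibroblast cells, line 68-5-11 | Buffer or medium: DMEM containing 5-aza-dC | Dosing: One concentration, pinned | Times: 3 d treatment, 15 min room-temperature fixation | Controls: Ellipticine 6 µM positive control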
FN deposit inh: fibronectin deposition inhibition. AH1F fibroblasts, Alexa488-fibronectin deposition fluorescence, overnight. inhibition, % at 12.6 µM. 350,000 compounds, 0.086% hits. AID 743247;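 active = mean inhibition across replicates of 30% or more, regardless of how many single replicates reach that level; inconclusive = mean under 30% yet at least half of replicates reach 30%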;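 also: positive control wells lacked labelled fibronectin entirely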
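Measured by – fluorescence 485/525 nm · System – AH1F fibroblast monolayer, labelled fibronectin deposition · Amount – 10000 cells per well · Buffer or medium – serum-reduced DMEM (2% serum) · Doses – single dose, pinned · Also added – fluorescent fibronectin at 24 nM final · Schedule – 1 h cell attachment, overnight exposure to compound and label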
EWS-Fli block: inhibitors of EWS/Fli oncoprotein transcriptional activity; AID 651661; A673 NR0B1-luciferase reporter, viability-normalised; inhibition, % at 12.6 µM; 350,000 compounds, 0.67% hits;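 active = mean inhibition of at least 50% after viability correction, with every replicate also passing that limit; inconclusive = mean reaches 50% but only one of two replicates passes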;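 also: firefly luciferase signal divided by Alamar Blue viability fluorescence both relative to DMSO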
* hit, by the source's call; & = joins results of further samples. Random draw from the library. Share with any hit: about 3%.

Screening COc1ccc2c3c([nH]c2c1)[C@H](CO)N(C(=O)c1cccc(F)c1)CC31CN(C(C)=O)C1 returned S100A4 inh HTS 17, RAD52 anneal inh -16, E-sel inducer -0.3, XiGFP reactiv 0.8 and EWS-Fli block -4.
Screening CN(CC(=O)Nc1ccccc1Cl)C1CCCCC1 returned esBAF inh -10, S100A4 inh HTS 6, RAD54 inh 3, RAD52 anneal inh 5, E-sel inducer 0.3, XiGFP reactiv 0.0, FN deposit inh 2 and EWS-Fli block 8.
For CN(Cc1ccc(F)cc1)C(=O)c1cc(S(=O)(=O)N2CCCCC2)ccc1N1CCOCC1 the results were esBAF inh 3, S100A4 inh HTS 2, RAD54 inh 2, RAD52 anneal inh -15, XiGFP reactiv 0.3, FN deposit inh 8 and EWS-Fli block -1.
O=C(O)c1ccccc1N(c1ccccc1)c1ccccc1 was read as S100A4 inh HTS 1, RAD54 inh -4, RAD52 anneal inh -14, XiGFP reactiv 0.2, FN deposit inh 1 and EWS-Fli block 3.
O=[N+]([O-])c1ccc(F)cc1OCc1nc(-c2cccs2)no1 was read as S100A4 inh HTS -3, RAD52 anneal inh -9, XiGFP reactiv 0.0, FN deposit inh -5 and EWS-Fli block -100.
For C[C@H](CO)N1C[C@H](C)[C@H](CN(C)Cc2ccncc2)Oc2ccc(NC(=O)Cc3ccccc3)cc2C1=O the results were esBAF inh 1, S100A4 inh HTS -8, RAD54 inh -2, RAD52 anneal inh 0, E-sel inducer 2.9, XiGFP reactiv 0.2 and EWS-Fli block 18.
COc1cccc(CNC(=O)[C@H]2[C@H](CO)[C@H]3Cn4c(cccc4=O)[C@@H]2N3C(=O)C2CCC2)c1 was read as esBAF inh -3, S100A4 inh HTS 0, RAD54 inh -6, RAD52 anneal inh -6, E-sel inducer -0.2, XiGFP reactiv 0.1 and EWS-Fli block -2.
O=C(N[C@@H]1CC[C@H](CCNS(=O)(=O)Cc2ccccc2)O[C@H]1CO)c1cnccn1 was read as esBAF inh 1, S100A4 inh HTS 4, RAD54 inh -1, RAD52 anneal inh 16, E-sel inducer 1.1, XiGFP reactiv 0.5, FN deposit inh 13 and EWS-Fli block -8.
COC(=O)CSc1nc2[nH]ncc2c(=O)[nH]1 was read as esBAF inh -5, S100A4 inh HTS -2, RAD52 anneal inh -7, XiGFP reactiv 0.0, FN deposit inh 0 and EWS-Fli block -2.
CCOC(=O)C1=C(C)OC(N)=C(C#N)C1c1cc(SCC)oc1C (stereo not given) was read as esBAF inh -13, S100A4 inh HTS -10, RAD54 inh 1, RAD52 anneal inh -26, XiGFP reactiv -0.1 and EWS-Fli block 10.
`C[C@@H]1CN([C@@H](C)CO)C(=O)c2cc(Br)cnc2O[C@H]1CN(C)C(=O)CN1CCOCC1` gave esBAF inh 0&8, S100A4 inh HTS -19&4, RAD54 inh 5&-2, RAD52 anneal inh -5&4, E-sel inducer -0.1&-0.6, XiGFP reactiv 0.1&-0.4, FN deposit inh -2&-7 and EWS-Fli block -4&-10.
O=S(=O)(c1ccc(SCc2ccccc2)nc1)N1CCCCC1 was read as esBAF inh -4, S100A4 inh HTS -7, RAD54 inh 9, RAD52 anneal inh -5, E-sel inducer -0.7, XiGFP reactiv 0.1, FN deposit inh -2 and EWS-Fli block -9.
For O=C(C[C@H]1C[C@H]2c3cc(NC(=O)c4cccnc4)ccc3O[C@H]2[C@H](CO)O1)NCc1cccnc1 the results were esBAF inh -3, S100A4 inh HTS -17, RAD54 inh -16, RAD52 anneal inh -2, E-sel inducer -0.2, XiGFP reactiv 0.1, FN deposit inh -14 and EWS-Fli block -4.
`Cc1ccc(CNC(=O)CSc2nc(=O)n3ccc(C)cc3n2)cc1` gave esBAF inh -12, S100A4 inh HTS 2, RAD54 inh 7, RAD52 anneal inh -46, E-sel inducer 0.0, XiGFP reactiv -0.1, FN deposit inh -5 and EWS-Fli block -5.
Screening C=CCNC(=S)/C(=C(/[O-])c1ccc([N+](=O)[O-])cc1)[n+]1ccccc1 returned S100A4 inh HTS 2, RAD52 anneal inh -5, E-sel inducer -0.5, XiGFP reactiv 0.0, FN deposit inh -1 and EWS-Fli block 2.
Screening O=C(c1cc(-c2ccc(F)cc2)on1)N1CCOCC1 returned esBAF inh 1, S100A4 inh HTS -11, RAD54 inh -13, RAD52 anneal inh -14, XiGFP reactiv 0.2, FN deposit inh -3 and EWS-Fli block -45.
`COc1ccc(NC(=O)CCc2ccc(OC)c(OC)c2)cn1` gave esBAF inh -2, S100A4 inh HTS -2, RAD54 inh -3, RAD52 anneal inh -31, E-sel inducer 9.5, XiGFP reactiv 0.2, FN deposit inh 7 and EWS-Fli block -3.
For CCOC(=O)c1ccc(N2CCN(c3cc(C)ccc3C)CC2)c(N)c1 the results were S100A4 inh HTS -3, RAD52 anneal inh -13, E-sel inducer 0.9, XiGFP reactiv 0.0, FN deposit inh 9 and EWS-Fli block -6.
Cc1nc2c(cc1C(=O)N/N=C/c1ccc(O)c(O)c1)c(=O)n(C)c(=O)n2C was read as S100A4 inh HTS 14, RAD54 inh 3, RAD52 anneal inh 1, XiGFP reactiv -0.1, FN deposit inh -2 and EWS-Fli block 14.
For COc1ccc(NC(=O)C/C(C)=N/NC(=O)c2cnccn2)cc1 the results were S100A4 inh HTS 5, RAD52 anneal inh -35, E-sel inducer 0.8, XiGFP reactiv 0.0 and EWS-Fli block 5.
Screening C[C@@H]1CN([C@H](C)CO)C(=O)c2cc(NC(=O)NC3CCCCC3)ccc2O[C@H]1CN(C)S(=O)(=O)c1ccc(F)cc1 returned esBAF inh -5, S100A4 inh HTS -3, RAD54 inh 5, RAD52 anneal inh -12, E-sel inducer 17, XiGFP reactiv -1.3, FN deposit inh 1 and EWS-Fli block -5.
Screening Cc1cc(=O)c2ccc(NC(=O)c3ccccc3)cc2[nH]1 returned esBAF inh 1, S100A4 inh HTS 2, RAD54 inh -3, RAD52 anneal inh 5, E-sel inducer 0.6, XiGFP reactiv 0.2, FN deposit inh 6 and EWS-Fli block 10.
CC(C)NC(=O)Nc1ccc2c(c1)C(=O)N([C@@H](C)CO)C[C@H](C)[C@@H](CN(C)S(C)(=O)=O)OCCCC[C@@H](C)O2 was read as esBAF inh -2, S100A4 inh HTS -1, RAD54 inh -11, RAD52 anneal inh 12, XiGFP reactiv -0.1, FN deposit inh -4 and EWS-Fli block -3.
CSc1ncccc1C(=O)Nc1ccc(F)c(F)c1F was read as esBAF inh -2, S100A4 inh HTS -2, RAD54 inh -4, RAD52 anneal inh -12, XiGFP reactiv 0.2, FN deposit inh -5 and EWS-Fli block -3.
For C[C@H](CO)N1C[C@H](C)[C@H](CN(C)Cc2cncnc2)Oc2cc(Br)ccc2S1(=O)=O the results were esBAF inh 1&0, S100A4 inh HTS -2&-2, RAD54 inh 2&6, RAD52 anneal inh -1&14, E-sel inducer -0.1, XiGFP reactiv 0.1&0.7, FN deposit inh -8 and EWS-Fli block -5&-11.
For Cc1oc(-c2ccc(C(F)(F)F)cc2)nc1CN(Cc1ccccn1)C[C@@H]1CCC(=O)N1 the results were S100A4 inh HTS 4, RAD52 anneal inh -1, XiGFP reactiv 0.0, FN deposit inh 10 and EWS-Fli block 20.
CO[C@@H]1CN(C)C(=O)c2ccc(NC(=O)C3CCCC3)cc2OC[C@@H](C)N(C(C)=O)C[C@H]1C was read as esBAF inh 0, S100A4 inh HTS 16, RAD54 inh 5, RAD52 anneal inh 8, E-sel inducer -0.2, XiGFP reactiv -0.1, FN deposit inh 0 and EWS-Fli block 1.
C/C=C/c1cnc2c(c1)C(=O)N([C@H](C)CO)C[C@H](C)[C@H](CN(C)C(=O)NCCC)O2 was read as esBAF inh -2, S100A4 inh HTS -6, RAD54 inh -3, RAD52 anneal inh -1, E-sel inducer 0.6, XiGFP reactiv -0.6, FN deposit inh 1 and EWS-Fli block -2.
Screening CCOc1ccc(-c2cc(C(=O)NCCCN3CCCC3)c3ccccc3n2)cc1 returned esBAF inh 12, S100A4 inh HTS 2, RAD54 inh -6, RAD52 anneal inh 9, XiGFP reactiv 0.0 and FN deposit inh -12.
Screening O=C(Cc1ccccn1)N[C@@H]1CC[C@@H](CC(=O)N2CCCCC2)O[C@H]1CO returned esBAF inh -4, S100A4 inh HTS -5, RAD54 inh -11, RAD52 anneal inh -9, E-sel inducer 0.7, XiGFP reactiv 0.4, FN deposit inh -15 and EWS-Fli block 0.
`CC(=O)Nc1ccc(S(=O)(=O)N2CCN(C(=O)N3CCCCC3)CC2)cc1` gave esBAF inh -8, S100A4 inh HTS -3, RAD54 inh -11, RAD52 anneal inh -3, E-sel inducer 0.0, XiGFP reactiv 0.1, FN deposit inh 1 and EWS-Fli block 9.
Screening Cc1ccc(-c2ccc([C@H]3[C@H]4CN(C)CCCCN4[C@H]3CO)cc2)cc1 returned S100A4 inh HTS -11, RAD54 inh 6, RAD52 anneal inh 7, E-sel inducer 0.2, XiGFP reactiv 0.1 and EWS-Fli block -12.
`COc1ccc(C(=O)CC(=O)c2ccc(F)cc2)cc1` gave S100A4 inh HTS 0, RAD54 inh -8, RAD52 anneal inh 4, E-sel inducer 0.2, XiGFP reactiv 0.0, FN deposit inh 2 and EWS-Fli block -97.
Screening COc1ccccc1NS(=O)(=O)c1cccc(NC(=O)c2cc3ccccc3oc2=O)c1 returned S100A4 inh HTS 2, RAD52 anneal inh -11, E-sel inducer 0.0, XiGFP reactiv 0.0, FN deposit inh -3 and EWS-Fli block -115.
Screening CCc1nc2c(OCc3ccc(Cl)cc3)cccn2c1N(C=O)Cc1ccccc1 returned esBAF inh -1, S100A4 inh HTS -9, RAD54 inh -1, RAD52 anneal inh 11, E-sel inducer -0.1, XiGFP reactiv 0.0, FN deposit inh 2 and EWS-Fli block -1.
`CO[C@@H]1CN(C)C(=O)c2cc(NC(=O)CC(F)(F)F)ccc2OC[C@H](C)N(CC2CC2)C[C@@H]1C` gave S100A4 inh HTS -40, RAD52 anneal inh 8, E-sel inducer -0.4, XiGFP reactiv 0.1, FN deposit inh -4 and EWS-Fli block 20.
O=C(COc1ccc(F)cc1)Nc1nc2c(s1)CCCC2 was read as esBAF inh inconclusive, S100A4 inh HTS 1, RAD54 inh -10, RAD52 anneal inh -14, E-sel inducer -0.1, XiGFP reactiv -0.2 and FN deposit inh -12.
NC(CSC(c1ccccc1)(c1ccccc1)c1ccccc1)C(=O)O (stereo not given) was read as S100A4 inh HTS -9, RAD52 anneal inh -282, E-sel inducer 5.9, XiGFP reactiv 0.0 and EWS-Fli block -19.
`Cc1ccc(NC(=O)C(C)OC(=O)/C=C/c2ccccc2)cc1` (stereo not given) gave esBAF inh -1, S100A4 inh HTS 22, RAD54 inh -2, RAD52 anneal inh -13, XiGFP reactiv 0.4 and FN deposit inh 7.

High-throughput results: PubChem, Broad Institute
